# Compound activity deposited in PubChem by National Center for Advancing Translational Sciences (NCATS).
# Lipid storage S3: qHTS Assay for Lipid Storage Modulators in Drosophila S3 Cells; Drosophila S3 cells, BODIPY lipid droplet fluorescence, 18-24 h; cells fed with added oleic acid; Potency in µM for hits, for the others lipid storage change, negative = inhibition, % at the top dose, mostly 46.1 µM; AID 2685, 2010; 320,000 compounds, 0.64% hits; active = well fitted inhibition curve with a large enough effect in the signal ratio, with a control signal flat, not every such curve was filed as active; inconclusive = small, poorly fitted or top-dose-only effect, or effect the other way, or a change in a side signal; the % refers to the signal ratio
#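 Drosophila S3 cells loaded with oleic acid (400 uM, as added) and compounds at several concentrations; lipid droplets imaged by 488-nm laser-scanning cytometry, 500–530 nm intensity and object ratio to cell channel. Percent activity normalized to 20 uM Triacsin C.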
# Lipid storage S3 cell count max: recorded beside Lipid storage S3, whose call it bears; cell number change, %; measured here: cell count max response;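 cells counted by Cell Tracker Red CMTPX staining in the red channel; peak over a dose series mostly up to 46.1 µM; percent activity relative to internal control wells on each plate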
# Active calls of the source: *; i = inactive; ? = inconclusive; nt = no result given. % is set by controls: 0 for no effect and ±100 for the full control effect; potency is the fitted concentration of half-maximal effect. This is a subset; the hit share may differ from the screen's.
SMILES,Lipid storage S3,Lipid storage S3 cell count max
COC(=O)C1CCCN1S(=O)(=O)c1ccccc1NC(=O)c1cc(OC)c(OC)c(OC)c1 (stereo not given),?,nt
CC(=O)NC1C(OCc2ccccc2)OC(CO)C(OC(C)=O)C1OC(C)=O (stereo not given),8%,5
CCCCCCCCCCOC(=O)Cn1c(COc2ccc(OC)cc2)[n+](C)c2ccccc21,?,nt
CCOC(=O)N1CCN(C(=O)c2cccc(NC(=O)c3ccco3)c2)CC1,i,10
Cc1ccc(NC(=O)CN(C)C(=O)CSc2nc(C)cs2)cc1,-3%,2
CCOC(=O)c1c(C)[nH]c(C)c1C(=O)CSc1nc2ccccc2c(=O)n1-c1ccccc1C,?,nt
O=S(=O)(Nc1ccc(-c2ccc(N3CCOCC3)nn2)cc1)c1cc(Cl)ccc1Cl,?,nt
Cc1ccc(S(=O)(=O)NC(=O)c2cccc(Br)c2)cc1,?,nt
Cc1cc(NC(=O)C2CC(=O)N(c3ccc(F)cc3)C2)no1 (stereo not given),i,12
Cc1ccc(CN2CC(C(=O)Nc3ccc(C)cn3)CC2=O)cc1 (stereo not given),?,nt
O=C(c1cnn2c1NC(c1ccc(Br)cc1)CC2C(F)(F)F)N1CCN2CCCC2C1 (stereo not given),23%,1
COc1ccc(N2CC(C(=O)Nc3c(C(N)=O)oc4ccccc34)CC2=O)cc1 (stereo not given),-13%,-15
CCN(CC)S(=O)(=O)c1cccc(C(=O)Oc2cccnc2)c1,?,nt
CCOC(=O)N1CCC(Nc2c(N3CCN(c4cc(Cl)ccc4C)CC3)c(=O)c2=O)CC1,?,nt
CCOC(=O)C1C(c2ccc(C(=O)O)cc2)NC(=O)NC1(O)C(F)(F)F (stereo not given),i,5
O=C(CNCC1CCCO1)N1CCCCCC1 (stereo not given),i,20
COC(=O)c1ccc2c(=O)n(Cc3ccco3)c(SCC(=O)Nc3cc(C)on3)nc2c1,?,nt
CCc1cccc(NC2c3ccccc3C(=O)N2c2cccnc2)c1 (stereo not given),?,nt
COc1ccc(NC(=O)CN(C)S(=O)(=O)c2cccs2)cc1,12%,8
COc1ccc(NC(=O)c2ccccn2)cc1OC,?,nt

# 3 entries from above, with tabs.
compound	Lipid storage S3	Lipid storage S3 cell count max
COc1ccc(NC(=O)c2ccccn2)cc1OC	?	nt
CCc1cccc(NC2c3ccccc3C(=O)N2c2cccnc2)c1 (stereo not given)	?	nt
COc1ccc(N2CC(C(=O)Nc3c(C(N)=O)oc4ccccc34)CC2=O)cc1 (stereo not given)	-13%	-15

# Exported with each value named: four of the compounds above.
CCOC(=O)N1CCC(Nc2c(N3CCN(c4cc(Cl)ccc4C)CC3)c(=O)c2=O)CC1
  Lipid storage S3 = ? | Lipid storage S3 cell count max = nt
CCOC(=O)C1C(c2ccc(C(=O)O)cc2)NC(=O)NC1(O)C(F)(F)F (stereo not given)
  Lipid storage S3 = i | Lipid storage S3 cell count max = 5
O=C(CNCC1CCCO1)N1CCCCCC1 (stereo not given)
  Lipid storage S3 = i | Lipid storage S3 cell count max = 20
COC(=O)c1ccc2c(=O)n(Cc3ccco3)c(SCC(=O)Nc3cc(C)on3)nc2c1
  Lipid storage S3 = ? | Lipid storage S3 cell count max = nt

# Other entries follow.
SMILES,Lipid storage S3,Lipid storage S3 cell count max
CCOc1ccc(-c2cc(C(=O)Nc3ccc4c(c3)OCCO4)c3ccccc3n2)cc1,-22%,0
COc1ccc(N(Cc2ccccc2)S(=O)(=O)c2cccc(C(=O)O)c2)cc1,?,nt
COc1ccc(NC(=O)C2CC(c3cccc(Br)c3)=NO2)cc1OC (stereo not given),?,nt
O=c1c(Cl)c(NCCO)cnn1-c1cccc(Cl)c1,?,nt
CCOC(=O)N1CCN(S(=O)(=O)c2ccc(C(=O)Nc3sc4c(c3C(=O)OC)CCN(C)C4)cc2)CC1,i,nt
CCOC(=O)c1ccc(NC(=O)N2CCOCC2)cc1,?,nt
CC1CCN(C(c2ccc(N(C)C)cc2)c2nnnn2Cc2ccccc2)CC1 (stereo not given),?,nt
CN(Cc1c(F)cccc1Cl)C(=O)c1cc2ccccc2o1,5%,nt
COCCCNc1nc2nonc2nc1N1CCN(Cc2cccc(C)c2)CC1,-17%,-15
Cc1ccc(-c2csc(NC(=O)CSC3=NCCS3)n2)cc1,?,nt

# Rewritten with values under each structure: part of the list above.
# Values run as follows: Lipid storage S3 | Lipid storage S3 cell count max
O=C(c1cnn2c1NC(c1ccc(Br)cc1)CC2C(F)(F)F)N1CCN2CCCC2C1 (stereo not given)
  23% | 1
COc1ccc(N2CC(C(=O)Nc3c(C(N)=O)oc4ccccc34)CC2=O)cc1 (stereo not given)
  -13% | -15
CCN(CC)S(=O)(=O)c1cccc(C(=O)Oc2cccnc2)c1
  ? | nt
CCOC(=O)N1CCC(Nc2c(N3CCN(c4cc(Cl)ccc4C)CC3)c(=O)c2=O)CC1
  ? | nt

# Later entries
SMILES,Lipid storage S3,Lipid storage S3 cell count max
COc1ccccc1N1CCN(/N=C/c2cc(OC)c(OC(C)=O)c(OC)c2)CC1,?,nt
COc1ccc(/C=C/C(=O)c2ccc3c(c2)OCO3)c(OC)c1,?,nt
Cc1cc(C(=O)C(=O)N(C)C)c(C)n1-c1ccc(Cl)cc1,?,nt
COCCCn1c(SCC(=O)NC2CCCCC2)nnc1-c1ccncc1,20%,9
COc1ccc(/C(C)=N\NC(=O)CSc2nnc(C)s2)cc1,0%,0
O=C1CC(c2ccccc2)CC(O)=C1C=Nc1ccccc1Cl (stereo not given),19%,24
Cc1cc(C(=O)NCc2cccs2)c(C)o1,-24%,nt
COc1ccc(N2CCN(C(=O)COc3ccc4c(C)cc(=O)oc4c3)CC2)cc1,?,nt
CCOc1ccccc1CNC(=O)C1CCC(=O)N1C(C)C (stereo not given),?,nt
Cn1nc(C(F)(F)F)c(-c2ccccc2)c1NC(=O)c1nccnc1C(=O)O,7%,nt
COc1ccc(-c2ccc(SCC(=O)NCc3ccc4c(c3)OCO4)nn2)cc1OC,11%,nt
COc1ccc(CCNC(=O)Cc2ccc(NS(=O)(=O)c3ccc(F)cc3)cc2)cc1OC,?,nt
O=C(Nc1ccccc1)N1N=C(c2cccs2)CC1c1cccs1 (stereo not given),?,nt
O=C(N/N=C/c1ccc(OCC(=O)N2CCCC2)cc1)C(=O)NC1CC1,?,nt
Cc1ccc(N(C(=O)CCCC(=O)Nc2ccccn2)C(C(=O)NC2CCCC2)c2ccc(O)cc2)cc1C (stereo not given),i,-6
Cc1ccc(NC(=O)Cc2noc3ccccc23)c(C)c1,?,nt
Cc1ccccc1C(=O)NCC(=O)OC(C)C(=O)Nc1ccnn1C(C)C (stereo not given),?,nt
O=C(CNc1ccccc1F)Nc1cccc2ccccc12,-17%,5
CCOC(=O)Cn1c2[n+](c3ccccc31)CC(O)CS2 (stereo not given),7%,5
C=C(C)Cn1c(N2CCCC2)nc2c1c(=O)n(C)c(=O)n2C,i,-2
Cc1cccc(OCC(O)CN2CC3(C)CC2CC(C)(C)C3)c1 (stereo not given),?,nt
CC(C)CN(C(=O)CCCOc1ccc(Cl)cc1Cl)c1c(N)n(Cc2ccccc2)c(=O)[nH]c1=O,?,nt
O=c1cc(NCc2ccc3c(c2)OCO3)[nH]c(=O)n1-c1ccc(Cl)cc1,i,-7
CC(/C=N/n1c(-c2ccccn2)n[nH]c1=S)=C\c1ccccc1,11%,1
O=C1CC(c2ccco2)Cc2nc(Nc3ccc(F)cc3)ncc21 (stereo not given),?,nt
O=C(CCc1ccccc1)NNC(=O)c1ccccc1Br,?,nt
COc1ccc(-c2cc(=O)oc3c(C)c(OCC(=O)NCCCn4ccnc4)ccc23)cc1,?,nt
COCCNC(=O)C1CC(=O)N(C2CCCCC2)C1 (stereo not given),?,nt
Cn1c(-c2ccc3c(c2)OCO3)cc(=O)c2ccccc21,2%,0
CCCCCn1c(=N)c(S(=O)(=O)c2ccc(Br)cc2)cc2c(=O)n3cccc(C)c3nc21,4%,12
O=C(NCCCN1CCCCC1)C1(S(=O)(=O)c2ccc(Cl)cc2)CC1,?,nt
CCCc1cc(=O)[nH]c(SCC(=O)Nc2nc3ccc(OCC)cc3s2)n1,?,nt
c1ccc(-c2cc(-c3ccccc3)[nH]n2)cc1,1%,1
CC(C)c1ccc(NC2CCCN(C(=O)c3ccc(Cn4cnnn4)cc3)C2)cc1 (stereo not given),i,nt
O=C(Nc1ccc(OC(F)(F)F)cc1)C1CCCN(C(=O)c2ccc(Cl)cc2)C1 (stereo not given),?,nt
O=C(Nc1nnc(S(=O)(=O)N2CCCCCC2)s1)c1ccccc1,?,nt
COc1ccccc1N(CC(=O)Nc1ccccc1C)S(C)(=O)=O,6%,15
Cc1ccc(Cl)cc1NC(=O)CSc1nncn1-c1ccccn1,i,7
CCCC/C=C/C(NC(=O)CCc1ccccc1)c1ccccc1 (stereo not given),?,nt
COc1ccc(N2CCN(C(=O)CNC(=O)Cc3ccc(Cl)cc3)CC2)cc1,?,nt
O=C(CN1C(=O)C2C3C=CC(C3)C2C1=O)NCCc1ccccc1 (stereo not given),?,nt
CC1(C)CC(=O)C2=C(C1)Nc1ccccc1NC2c1ccccc1F (stereo not given),28%,6
ClC1(Cl)CC1CSc1ncn[nH]1 (stereo not given),?,nt
COc1ccc(-c2noc(CCC(=O)N3CCN(c4cc(C)ccc4C)CC3)n2)cc1,?,nt
CCCCOC(=O)n1c(=O)oc2ccc(S(=O)(=O)N3CCCCC3)cc21,?,nt
COc1ccc(Cl)cc1NC(=O)NCCN1CCCCC1,?,nt
CCCc1nc2nc(C)c(NS(=O)(=O)c3ccc(C(C)(C)C)cc3)c(=O)n2[nH]1,i,7
O=C(NC(=S)Nc1ccc2[nH]ncc2c1)c1ccccc1,?,nt
COC(=O)c1ccc(CSc2nc3sc(C(=O)O)c(C)c3c(=O)[nH]2)cc1,?,nt
CCOC(=O)N1CCN(C(=O)CSc2nnc(-c3ccc(C(C)(C)C)cc3)o2)CC1,?,nt
# Next section
SMILES,Lipid storage S3,Lipid storage S3 cell count max
O=C(NC1=NN(c2ccccc2)CC1)Nc1ccccc1F,0%,5
O=C(CCC1COc2ccccc2O1)NCC1COc2ccccc2O1 (stereo not given),11%,8
Cc1c(NC(=O)CSc2ccc(Cl)cc2)c(=O)n(-c2ccccc2)n1C,-2%,-2
Cc1ccc(C(=O)N/C(=C\c2ccccc2F)c2nc(=S)[nH][nH]2)cc1,?,nt
Cc1ccccc1C(=O)NNC1=NCCC1,?,nt
Cc1cccc(Nc2cc(=O)[nH]c(=O)[nH]2)c1C,-2%,1
CN(C)/C(=N\S(=O)(=O)c1ccc(Cl)cc1)c1ccc(F)cc1,-2%,1
C=CCOn1c(=O)c(-c2cc3ccccc3o2)[n+]([O-])c2ccccc21,-9%,-10
Cc1ccccc1C(=O)c1cccn1CC(=O)NCCN1CCN(c2cccc(C)c2C)CC1,?,nt
NC(=O)NC(c1ccccc1)c1ccccc1,?,nt

# An excerpt from above in order of their number in Lipid storage S3 cell count max, high to low:
structure | Lipid storage S3 cell count max
O=C(CCC1COc2ccccc2O1)NCC1COc2ccccc2O1 (stereo not given) | 8
O=C(NC1=NN(c2ccccc2)CC1)Nc1ccccc1F | 5
CN(C)/C(=N\S(=O)(=O)c1ccc(Cl)cc1)c1ccc(F)cc1 | 1
Cc1c(NC(=O)CSc2ccc(Cl)cc2)c(=O)n(-c2ccccc2)n1C | -2
C=CCOn1c(=O)c(-c2cc3ccccc3o2)[n+]([O-])c2ccccc21 | -10

# (listing goes on)
SMILES,Lipid storage S3,Lipid storage S3 cell count max
CCN(CC)S(=O)(=O)c1cccc(C(=O)Nc2cc(C)cc(C)c2)c1,?,nt
COc1ccc(CNC(=O)CN2C(=O)NC3(CCCCCC3)C2=O)cc1OC,-22%,-8
CCOc1nc(Nc2ccc(OC)cc2)nc(OCC)n1,?,nt
O=C(/C=C/c1ccc(Cl)cc1)Nc1ccc(Br)cn1,-3%,11
COC(=O)CC(NC(=O)Nc1ccc(C)cc1)c1cccc([N+](=O)[O-])c1 (stereo not given),i,9
CCOc1ccc(Cc2noc3c2C(=O)CC(C)(C)C3)cc1OCC,-12%,-19
Cc1ccn2cc(C(=O)Nc3ccc4c(c3)OCCO4)nc2c1,?,nt
Cc1ccsc1C(=O)N1CCC(CO)(Cc2ccccc2)CC1,6%,nt
O=C(Nc1c2c(nc3ccccc13)CCCC2)c1ccccc1Br,8%,-1
CCN1/C(=C2\C(=O)N(c3ccccc3)N=C2C)C=Cc2cc(C)ccc21,?,nt
c1ccc(-c2ccnc3nc(N4CCN(c5ccccc5)CC4)nn23)cc1,-8%,11
COc1cccc(-c2ccc(NC(=O)C3CCCN(CCCn4cccn4)C3)cc2)c1 (stereo not given),-23%,1
CN(C)c1ccc(-c2sc(Nc3ccccc3)n[n+]2-c2ccc(F)cc2)cc1,?,nt
CCOc1cc(/C=N/NC(=O)Nc2ccccc2)ccc1O,4%,-1
COc1ccc(OCC(=O)NC(=O)c2ccccc2)c([N+](=O)[O-])c1,6%,16
Cc1oc(=O)c(NC(=O)c2ccccc2)cc1C(C)O (stereo not given),22%,nt
Cc1ccc(S(=O)(=O)N2CCN(c3ccc4nnc(-c5ccccc5)n4n3)CC2)cc1,7%,2
CN(C)CC(C)(C)CNS(=O)(=O)c1cccc(Cl)c1Cl,?,nt
CCCCCCCOC(=O)C[N+](C)(C)CCOC1CC2CCC1(C)C2(C)C (stereo not given),?,nt
COc1ccccc1NC(=O)Nc1ccc2[nH]c(=O)[nH]c2c1,-24%,-11
O=C(N=C1SC2CS(=O)(=O)CC2N1Cc1ccc(Cl)cc1)C1CC1 (stereo not given),i,-11
CC(C)(C)Cc1nnc(NC(=O)CSc2ccccc2)s1,?,nt
O=C(Nc1ccc(NC(=O)C2CCCCC2)nc1)c1ccccn1,12%,-1
O=C(Nc1ccc(S(=O)(=O)NCc2ccccc2)cc1)c1ccc(Br)o1,-7%,2
